High-throughput results from PubChem.
NSD2 inh: inhibitors of human histone methyltransferase NSD2; O96028; NSD2 peptide methylation, AlphaScreen, 120 min; inhibition, % at 12.5 µM; actives 0.54% (n = 310,000); in the data active means inhibition above about 50%
Wnt bcat act: activators of Wnt/beta-catenin signaling. Wnt/beta-catenin reporter cell assay, activator, plate reader. actives 1.2% (n = 300,000). activation, % at 9.35 µM; in the data active means activation above about 30%, passing the limit was not always enough;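 further: 0% = neutral control wells and 100% = positive control wells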
V-ATPase pHluor: yeast V-ATPase proton transport regulation by pHLuorin; S. cerevisiae, pHLuorin cytosolic pH fluorescence; response, % at 10 µM; actives 0.37% (n = 350,000); AID 504577; in the data active means response mostly above about 7.3%, no sharp cut-off; inactive means mostly below about 5.4%; further: actives read high; inactives centre near 0; some compounds called inactive have numbers as strong as hits; reference of the scale not given here
* marks the source's active call; other numbers are inactive results; x = no result given. This is a subset. The share of hits here may be higher or lower than overall.

SMILES | NSD2 inh | Wnt bcat act | V-ATPase pHluor
Cc1ccc(S(=O)(=O)N2C[C@@H](C)[C@]3(C2)[C@H](O)[C@H](OC(=O)NCc2ccco2)C[C@H]2C(=O)N(c4ccccc4)C(=O)[C@H]23)cc1 | x | 0 | -3
Cc1cccc(CN(C)C[C@@H]2OCc3cnnn3CCCC(=O)N([C@@H](C)CO)C[C@H]2C)c1 | x | -1 | -1
O[C@H]1C[C@H](c2ccccc2)N(CC2CCCCC2)C[C@@H]1n1cc(C2CC2)nn1 | x | -4 | 1
CC1=C(C(=O)N2CCOCC2)CC(CC(=O)NCC2CCCCC2)C(=O)N1CCCN1CCCC1=O (centres undefined) | x | -2 | -1
COc1ccc([C@H]2C[C@H](O)[C@@H](n3cc(-c4ccc(F)cc4)nn3)CN2C(=O)C2CCCCC2)cc1 | x | -2 | 3
CN1C(=O)[C@H]2[C@@H](c3ccc(C(F)(F)F)cc3)N[C@]3(CCCN(Cc4cccn4C)C3=O)[C@H]2C1=O | x | -6 | -1
CCCCCCn1c(=O)n2n(c1=O)[C@@H]1CN(S(=O)(=O)c3ccc(C)cc3)C[C@]1(O)[C@@H](OC(=O)NC1CC1)C2 | x | -3 | -1
CN1OC[C@@H]2CN(C(=O)c3ccco3)[C@H](c3ccc(-c4ccc(C#N)cc4)cc3)C[C@@H]21 | x | -8 | 2
CCCCN1CC(C)(C)[C@H](CC(=O)Nc2ccc(Br)cc2)C1=O | x | -1 | 2
COc1cccc(S(=O)(=O)N(C)C[C@@H]2OCc3cnnn3CCCC(=O)N([C@@H](C)CO)C[C@@H]2C)c1 | x | 0 | 2
C[C@H](CO)N1C[C@H](C)[C@H](CN(C)C(=O)c2ccncc2)OCc2cnnn2CCCC1=O | x | -3 | 0
C[C@@H]1CN([C@H](C)CO)C(=O)c2c(c3ccccc3n2C)-c2ccccc2CO[C@H]1CN(C)Cc1ccccc1 | x | -1 | 1
CC1=C(C(=O)N(C)C)CC(CC(=O)NCC2CCCCC2)C(=O)N1CCCN1CCCC1=O (centres undefined) | x | -9 | 1
C[C@H](CO)N1C[C@H](C)[C@@H](CN(C)C(=O)Nc2cccc(F)c2)Oc2ncc(Br)cc2C1=O | x | -2 | 1
CCN(CC)C(=O)C1=C(C)N(Cc2ccc(OC)cc2)C(=O)C(CC(=O)NCC2CCCCC2)C1 (centres undefined) | x | -2 | -2
C[C@H]1CCCCO[C@@H](CN(C)C(=O)NC2CCCCC2)[C@@H](C)CN([C@@H](C)CO)C(=O)c2cc(NC(=O)Cc3ccccc3)ccc2O1 | x | -2 | -2
CC(C)C1C(=O)N(Cc2cn(CC3CCCCC3)nn2)CCS(=O)(=O)N1Cc1ccc(-c2ccc(F)cc2)cc1 (centres undefined) | x | -2 | 4
C[C@@H]1CN([C@@H](C)CO)C(=O)c2cc(NC(=O)C3CCCCC3)ccc2O[C@@H](C)CCCCO[C@@H]1CN(C)C(=O)CCCN(C)C | x | 2 | 2
CN1OC[C@@H]2CN(S(=O)(=O)c3cccc(C(F)(F)F)c3)[C@H](c3ccc(-c4cc5ccccc5o4)cc3)C[C@@H]21 | x | -1 | 2
COc1ccc(CN2C(=O)C(CC(=O)NCC3CCCCC3)CC(C(=O)N(C(C)C)C(C)C)=C2C)cc1 (centres undefined) | x | -1 | 1
c1ccc(COc2ncnc3c2ncn3CCCNCc2cccs2)cc1 | x | 0 | 1
O=C(OCc1ccccc1)N1CCC2CC1c1ccc(N3CCOCC3)cc12 (centres undefined) | x | -1 | 0
CC(=O)N(C)C[C@H]1Oc2ncc(Br)cc2C(=O)N([C@H](C)CO)C[C@@H]1C | x | -1 | 0
C[C@@H]1CCCCO[C@@H](CN(C)CC2CCCCC2)[C@@H](C)CN([C@H](C)CO)C(=O)c2cc(NS(=O)(=O)c3ccc(Cl)cc3)ccc2O1 | x | -5 | 0
O=C(Nc1cccc(Cl)c1)c1nc[nH]c1C(=O)Nc1ccccc1F | x | -2 | 0
SMILES | NSD2 inh | Wnt bcat act | V-ATPase pHluor
CCN(CC)C(=O)C1=C(C)N(Cc2ccccc2)C(=O)C(CC(=O)NCCc2ccccn2)C1 (centres undefined) | x | -2 | -1
COc1ccccc1-c1cnc2c(c1)C(=O)N([C@@H](C)CO)C[C@H](C)[C@H](CN(C)C)O2 | x | -1 | 0
O=C(C1CCCCC1)N1C[C@@H](n2cc(-c3ccc(F)cc3)nn2)[C@H](O)C[C@@H]1c1ccc(Cl)cc1 | x | -5 | -1
CC1=C(C(=O)N(C)C)CC(CC(=O)NCc2ccco2)C(=O)N1Cc1ccccc1 (centres undefined) | x | -3 | -1
O=C1C=C(C#Cc2ccccc2)C[C@@H](c2ccc(F)cc2)C1 | x | -2 | -2
CC(C)CC1C(=O)N(Cc2cn(CCC3OCCO3)nn2)CCS(=O)(=O)N1Cc1ccc(-c2cccc(N(C)C)c2)cc1 (centres undefined) | x | -2 | -2
CCN(CC)C(=O)C1=C(C)N(Cc2ccc(OC)cc2)C(=O)C(CC(=O)NC(c2ccccc2)c2ccccc2)C1 (centres undefined) | x | -2 | 2
CN1OC[C@@H]2CN(Cc3ccccc3)[C@H](c3cccc(-c4ccccc4)c3)C[C@@H]21 | x | -3 | 1
CNC(=O)C[C@H]1C(=O)N(Cc2ccccc2)C[C@@H]1Cc1ccccc1 | x | -1 | -1
C[C@@H]1CN([C@@H](C)CO)C(=O)CCCn2cc(nn2)CO[C@H]1CN(C)S(=O)(=O)c1ccccc1 | x | -2 | 1
CC(C)NC(=O)N(C)C[C@@H]1OCc2cnnn2CCCC(=O)N([C@@H](C)CO)C[C@H]1C | x | -1 | 1
Cc1ccc(S(=O)(=O)N(C)C[C@@H]2Oc3ncc(Br)cc3C(=O)N([C@H](C)CO)C[C@@H]2C)cc1 | x | -3 | 2
C#CCN(C[C@@H]1[C@@H](OC(=O)NCc2ccccc2F)[C@@H](OC(=O)NCc2ccccc2F)CN(C(=O)OC(C)C)N1C(=O)OC(C)C)S(=O)(=O)c1ccc(C)cc1 | x | -5 | 0
O[C@@H]1CN(Cc2cccs2)[C@@H](c2ccccc2)C[C@H]1n1cc(C2CC2)nn1 | x | 0 | 0
C[C@@H]1CN([C@H](C)CO)C(=O)CCCn2cc(nn2)CO[C@H]1CN(C)C(=O)Nc1ccnc(N2CCOCC2)c1 | x | -2 | 5
Cc1cn([C@H]2C[C@H](O)[C@@H](CNCc3cccn3-c3nccs3)O2)c(=O)[nH]c1=O | x | 0 | 0
CCN1C(=O)[C@H]2[C@@H](c3ccc(OC)cc3)N[C@]3(CCCN(Cc4ccc(OC)cc4)C3=O)[C@H]2C1=O | x | -2 | -4
COc1ccc(-c2ccc(CN3C(C(C)C)C(=O)N(Cc4cn(CC5CCCCC5)nn4)CCS3(=O)=O)cc2)cn1 (centres undefined) | x | 0 | 0
CCN1CCC[C@H]1CNCCCn1cnc2c(SC)ncnc21 | x | -2 | 0
Cc1cc(C)c2cc(C#N)c(NCCCNC(=O)c3ccncc3)nc2c1 | x | -2 | 2
Cc1ccc([C@H]2C[C@@H](n3cc(C4CC4)nn3)[C@H](O)CN2CC2CCCCC2)cc1 | x | -1 | 3
O=C(Cc1ccccc1)Nc1ncccc1Cl | x | -1 | 0
C[C@@H]1CN([C@H](C)CO)C(=O)CCCn2nncc2CO[C@@H]1CN(C)S(=O)(=O)c1ccccc1F | x | -4 | 1
CC1(C)CC(=O)C=C(c2cccc(OC(=O)c3ccc(-c4ccccc4)cc3)c2)C1=O | x | -2 | -2
CC(C)C#Cc1ccc2c(c1)O[C@@H](CN(C)C(=O)c1cnccn1)[C@@H](C)CN([C@@H](C)CO)S2(=O)=O | x | 0 | 4
SMILES | NSD2 inh | Wnt bcat act | V-ATPase pHluor
Cc1cc(C)c2cc(C#N)c(N3CCNCC3)nc2c1 | x | -1 | -2
COC(=O)C[C@H]1C[C@H]2c3cc(NC(=O)Nc4ccc(F)cc4)ccc3O[C@H]2[C@@H](CO)O1 | x | -3 | -2
Cc1ccc([C@@H]2C[C@H]3[C@@H](CN2S(=O)(=O)c2ccc(C)cc2)C(=O)C[C@@H](c2ccc(Cl)cc2)N3S(=O)(=O)c2ccccc2C)cc1 | x | -2 | 3
CSc1ncnc2c1ncn2CCCN1CCN(c2ccccn2)CC1 | x | -2 | -5
CCCN1CCN(C(=O)c2ccc3[nH]c(C)c(C)c3c2)CC1 | 6 | x | -3
C=CC(=O)Oc1ccc(N2Cc3ccccc3C2=O)cc1 | 3 | x | 6
CC(=O)c1cccc(NC(=O)C2CCCN2S(=O)(=O)c2ccccc2C(F)(F)F)c1 (centres undefined) | -5 | x | -1
COc1cccc(NC(=O)CN(C)C(=O)c2cc(Cl)nc3ccccc23)c1 | -2 | x | 2
COc1cccc(/C=C2\SC(=S)N(CCCC(=O)Nc3cccc(C(=O)O)c3)C2=O)c1 | 5 | x | 0
CCS(=O)(=O)c1nc(S(=O)(=O)c2ccc(C)cc2)c(N2CCCCCC2)s1 | 3 | x | 2
CCOC(=O)c1c(C)[nH]c(C(=O)OCC(=O)NCc2ccco2)c1C | 4 | x | 0
COc1cc(NS(=O)(=O)c2ccc(-n3cccn3)cc2)cc(OC)c1 | -2 | x | -5
CN(CC(=O)Nc1c(Cl)cccc1Cl)CC(=O)N1CCc2ccccc21 | -4 | x | -1
Cn1nc(C(=O)NCC(=O)Nc2ccc(F)c(F)c2)ccc1=O | -5 | x | 0
COc1ccc(C(C)C)cc1S(=O)(=O)Nc1cccnc1 | 1 | x | 2
CN(C)C(CNC(=O)c1cccc(S(=O)(=O)N2CCc3ccccc3C2)c1)c1ccccc1 (centres undefined) | 2 | x | -3
CC(C)C(=O)N1CCC1(C)C(=O)NCc1ccc(C(C)(C)C)cc1 (centres undefined) | 7 | -1 | x
Cn1c(NCCOc2ccccc2)nc2cc(-c3ccc(F)cc3)sc2c1=O | 0 | 0 | x
Cc1ccccc1NC(=O)Nc1nc(C(N)C2CCCCC2)cs1 (centres undefined) | 6 | -3 | x
CC(=O)c1ccc(NC(=O)C(C)Sc2nnc(C3CCCCC3)o2)cc1 (centres undefined) | -4 | 7 | x
COC(=O)C1=C(C)N(C)C(=NCC2CC2)NC1c1cccc(Cl)c1 (centres undefined) | 5 | 0 | x
CC1Oc2ccc(C#N)cc2N(Cc2ccccc2OC(F)(F)F)C1=O (centres undefined) | -2 | -2 | x
OC(c1ccc(F)cc1)c1nc(-c2cncnc2)cs1 (centres undefined) | 0 | 1 | x
Cc1cc(Cl)ccc1-c1nc(NCCN(C)C)nc2ccsc12 | 12 | -2 | x
NC(Cc1ccc(F)cc1)c1csc(Nc2ccc(C(=O)NCCCO)cn2)n1 (centres undefined) | -1 | -1 | x
SMILES | NSD2 inh | Wnt bcat act | V-ATPase pHluor
CCc1nc2c(OCC3COc4ccccc4O3)cccn2c1N(C)C(=O)c1cccc(OC)c1 (centres undefined) | 3 | -1 | x
COc1ccccc1-c1cnc(C(O)c2ccc(SC)cc2)[nH]1 (centres undefined) | 3 | -4 | x
COc1ccc(OC)c(NC(=O)C2(C)CCN2Cc2ccc(OC)c3ccccc23)c1 (centres undefined) | -1 | -3 | x
CN(C)c1cccc(NC(=O)C2(C)Cc3c(-c4cccnc4)ccnc3O2)c1 (centres undefined) | 9 | -6 | x
COc1ccc(-c2cc(NC(C)=O)c3ncc(-c4cccc(C(F)(F)F)c4)n3c2)c(OC)c1 | -2 | -4 | x
COCOc1ccc(-c2ncc(OCCN3CCCC3=O)nc2NC(=O)c2cc3ccccc3s2)cc1 | 1 | -4 | x
CCCCCc1nc2c(c3c1CCCC3)CCCC2 | -1 | 1 | x
O=C(Nc1ccccc1)C1Cc2c(-c3ccco3)ccnc2O1 (centres undefined) | 2 | 0 | x
CC(C)(O)C1=C[N+](=O)CC=C1 | 1 | 1 | x
CC(C)NC(=O)C1(C)CCN1Cc1cccc(Cl)c1 (centres undefined) | -5 | -2 | x
CC1(C(=O)Nc2cccnc2)Cc2c(-c3cccc(C(F)(F)F)c3)ccnc2O1 (centres undefined) | -1 | -3 | x
